Screening data as filed in PubChem BioAssay.
GLP1R cytotox = qHTS of GLP-1 Receptor Inverse Agonists: Cytotox Screen. HEK293 cAMP-luciferase reporter cells, luminescence, 24 h. 410,000 compounds, 0.13% hits. Potency, µM (highest dose often 38.3 µM), for inactives: at the top dose activity change, negative = inhibition, hits mostly inhibitors;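 further: loss of luciferase light is scored as toxicity; potency means the concentration at half of the fitted maximal effect; on the % scale 0 is the no-effect control and ±100 the full control effect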
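1536-well qHTS counterscreen of the MLSMR; 200 cells/uL, 12 h pre-incubation, 23 nL cpd, 24 h at 37 deg C 5% CO2, luciferase detection reagent, 12 min RT, luminescence. Inhibition = undesired.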
GLP1R ag = qHTS of GLP-1 Receptor Agonists; HEK293 GLP-1R CRE-luciferase, luminescence, 4-6 h; cells express a hypersensitive GLP-1R form; Potency, µM (doses to about 45.6 µM), for inactives: at the highest dose activation, actives largely listed as activators; 380,000 compounds, 0.007% hits; AID 624172, 2012; further: potency means the concentration at half of the fitted maximal effect; % of control where 0% means no effect
Target sequence (P43220 whole entry, looked up): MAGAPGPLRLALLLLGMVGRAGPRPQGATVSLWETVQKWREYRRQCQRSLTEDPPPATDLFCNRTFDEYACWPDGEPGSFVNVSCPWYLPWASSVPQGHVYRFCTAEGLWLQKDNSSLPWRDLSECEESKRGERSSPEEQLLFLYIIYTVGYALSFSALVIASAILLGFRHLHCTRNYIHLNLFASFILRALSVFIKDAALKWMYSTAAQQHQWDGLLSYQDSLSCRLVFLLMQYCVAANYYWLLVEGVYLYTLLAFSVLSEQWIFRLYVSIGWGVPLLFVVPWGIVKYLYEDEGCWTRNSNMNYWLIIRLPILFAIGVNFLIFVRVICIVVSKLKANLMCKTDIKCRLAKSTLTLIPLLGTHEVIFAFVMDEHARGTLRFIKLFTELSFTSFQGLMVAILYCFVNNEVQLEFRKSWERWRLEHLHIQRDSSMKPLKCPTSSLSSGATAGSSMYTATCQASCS
PLK1 PBD block = qHTS for Inhibitors of PLK1-PDB (polo-like kinase 1 - polo-box domain): Primary Screen; Serine/threonine-protein kinase PLK1 (Homo sapiens), P53350; Plk1 PBD binding of FITC phosphopeptide, fluorescence polarization; Potency, µM, for inactives: max response, negative = inhibition, most hits filed as inhibitors; 360,000 compounds, 2.8% hits; further: potency means the concentration at half of the fitted maximal effect; series mostly up to about 57 µM; on the % scale 0 is the no-effect control and ±100 the full control effect; nearly all actives have a fitted effect of over 65% in size
WRN inhibitor = qHTS for Inhibitors of WRN Helicase; Potency, µM (top dose mostly 114 µM), inactives show at the top dose activity change, negative = inhibition, actives largely listed as inhibitors; 360,000 compounds, 0.46% hits; WRN helicase unwinding, fluorescent forked duplex, kinetic; Bifunctional 3'-5' exonuclease/ATP-dependent helicase WRN (Homo sapiens), Q14191; further: potency means the concentration at half of the fitted maximal effect; on the % scale 0 is the no-effect control and ±100 the full control effect; nearly all actives have a fitted effect of over 55% in size
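Kinetic fluorescence helicase assay: unwinding of a quenched forked DNA duplex (100 nM final) with 2 mM ATP final raises red fluorescence (525/598 nm). Compounds sat 15 min at room temperature with 20 nM WRN beforehand.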
D3 ag = qHTS of D3 Dopamine Receptor Agonist: qHTS. D(3) dopamine receptor (Homo sapiens), P35462. D3R DiscoveRx beta-arrestin cells, luminescence, 90 min. max activation, %. 410,000 compounds, 0.58% hits; in the data active means max activation above about 30%; further: 0% is about no effect; mostly tested at two doses, the higher about 12 µM
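Agonist mode: compounds and dopamine controls were applied to plated cells for 90 min at 37 degrees C after an overnight attachment at 1500 cells/well. Luminescent read-out followed 30 - 60 minutes at room temperature with DiscoveRx detection reagent.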
GLP1R inv ag = qHTS of GLP-1 Receptor Inverse Agonists (Inhibition Mode); Potency, µM (highest dose often 38.3 µM), for inactives: top-dose activity change, negative = inhibition, usual class: inhibitors; AID 624417, 2012; 410,000 compounds, 1.6% hits; Glucagon-like peptide 1 receptor (Homo sapiens), P43220; HEK293 GLP-1R CRE-luciferase, luminescence, 24 h; GLP-1R form is constitutively active; further: potency means the concentration at half of the fitted maximal effect; on the % scale 0 is the no-effect control and ±100 the full control effect; nearly all actives have a fitted effect of over 55% in size
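Inverse agonists were sought by their lowering of basal cAMP reporter luciferase output in HEK293 cells stably carrying constitutively active human GLP-1R, after 24 h compound treatment.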
PI5P4Ka inh = qHTS for Inhibitors of phosphatidylinositol 5-phosphate 4-kinase (PI5P4K). Phosphatidylinositol 5-phosphate 4-kinase type-2 alpha (Homo sapiens), P48426. PI5P4Kalpha enzyme, ADP-Glo luminescence, 60 min; stronger effect = lower value. max response, %. 330,000 compounds, 1.2% hits. AID 652105, 2013; active means max response of -50% or lower; inconclusive means between -30% and -50%; inactive means -30% or higher; further: value at the top dose of about 77 µM; on the % scale 0 is the no-effect control and ±100 the full control effect
Target sequence (P48426 whole entry, looked up): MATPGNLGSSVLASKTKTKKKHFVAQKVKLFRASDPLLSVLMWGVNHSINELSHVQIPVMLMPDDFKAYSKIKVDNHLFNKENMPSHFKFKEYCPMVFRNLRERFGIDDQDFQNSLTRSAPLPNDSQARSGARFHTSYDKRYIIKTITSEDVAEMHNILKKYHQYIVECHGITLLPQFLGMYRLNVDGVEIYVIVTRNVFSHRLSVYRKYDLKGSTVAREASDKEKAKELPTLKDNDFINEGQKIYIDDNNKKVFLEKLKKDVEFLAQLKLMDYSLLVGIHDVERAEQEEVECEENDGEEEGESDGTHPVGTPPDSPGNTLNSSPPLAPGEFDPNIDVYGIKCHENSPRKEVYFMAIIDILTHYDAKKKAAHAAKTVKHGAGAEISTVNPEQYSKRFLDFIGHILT
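Quantitative HTS of the MLSMR library against PI5P4Kalpha with substrate. ATP added last at 5 microM final; room temperature, 60 minutes. Remaining ATP depleted, ADP converted and read as luminescence.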
IL2 activator = qHTS of IL-2 Activators. 360,000 compounds, 0.065% hits. activation, % (series mostly up to about 46 µM). AID 652025, 2013. IL-2 activation reporter assay, cell-based qHTS; stimulated with anti-CD3/CD4/CD28 beads; in transgenic mouse T cells; in the data active means activation above about 50%; inconclusive means mostly about 30% to 49%; further: 0% is about no effect
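Unstimulated transgenic mouse T cells preincubated 60 min with compound, then stimulated with anti-CD3/anti-CD4-coated beads plus anti-CD28 for 18 h at 37 degrees C. IL-2 response read as EGFP and DsRed fluorescence by plate cytometry.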
D3 antag = qHTS of D3 Dopamine Receptor Antagonist: qHTS. D(3) dopamine receptor (Homo sapiens), P35462. D3R cells, DiscoveRx beta-arrestin luminescence, antagonist mode; stronger effect = lower value. max response, negative = inhibition, %. 360,000 compounds, 2.5% hits; in the data active means max response below about -50%; inconclusive means no clear call, values can overlap the other calls; further: on the % scale 0 is the no-effect control and ±100 the full control effect; mostly tested at two doses, the higher about 12 µM
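Cells plated overnight at 1500 cells/well, then exposed to library compounds with dopamine controls for 90 minutes at 37 degrees C. DiscoveRx reagent added for 30–60 minutes at room temperature; luminescence read, quantitative HTS format.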
* marks the source's active call; other numbers are inactive results; u = inconclusive; x = no result given; [ ] = remark or other dose. Unless noted, the call rests on the fitted dose curve; in most records, active means well fitted curve in the direction sought with a large enough effect; inconclusive means small, poorly fitted or top-dose-only effect, or another doubt; inactive means no such curve, though single readings can be large; an effect the other way counts as inactive or inconclusive.

#	mol	GLP1R cytotox	GLP1R ag	PLK1 PBD block	WRN inhibitor	D3 ag	GLP1R inv ag	PI5P4Ka inh	IL2 activator	D3 antag
1	N/C(=N\OC(=O)c1ccccc1[N+](=O)[O-])c1cccnc1	8%	-1%	-3%	-14%	6	0%	10	-1.4	2
2	CC(C)CCn1c(NCCc2ccccc2)nc2c1c(=O)n(C)c(=O)n2C	-19%	19%	-3%	-5%	-5	u	-1	-4.5	21
3	COc1ccc(N(C(=O)Cn2nnc(-c3ccccc3F)n2)C(C(=O)NCC2CCCO2)c2ccc(Cl)cc2)cc1 (configuration not stated)	-10%	1%	0%	1%	1	8%	-4	0.1	0
4	COc1ccc(-c2noc(CN(C(=O)COc3cc(C)c(Br)c(C)c3)C(C)C)n2)cc1	0%	1%	x	x	-2	u	x	x	x
5	Cc1cc(SCCC(=O)O)nc2ccccc12	-6%	8%	-23%	0%	6	17%	-3	-0.3	-16
6	CC(C)(C)n1nc2c(c1NC(=O)COc1ccccc1F)CS(=O)(=O)C2	-4%	4%	2%	2%	1	8%	-3	-0.2	9
7	Cc1cccc(NC(=O)COC(=O)c2cc(C)oc2C)c1	15%	9%	-4%	2%	8	1%	0	12	8
8	COC(=O)c1ccc(NC(=O)CSc2nnc(-c3ccccc3)n2C)cc1	6%	-13%	-24%	3%	-1	-1%	5	0.7	8
9	COc1ccc(S(=O)(=O)N2CCc3ccccc3C2)cc1OC	-10%	20%	0%	0%	16	80%[activator]	x	-0.5	u
10	COc1cc(C(=O)OCC(=O)Nc2cccc(S(=O)(=O)N3CCOCC3)c2)ccc1OCC(C)C	-2%	-2%	-6%	-1%	1	-7%	11	-2.1	4
11	CS(=O)(=O)Nc1cccc(C2=NN(S(=O)(=O)c3ccc(F)cc3)C(c3cccs3)C2)c1 (configuration not stated)	-8%	13%	u	-3%	-7	u	6	-3.4	5
12	CC(C)CO/C(=N/S(=O)(=O)c1ccccc1)c1ccccc1	-7%	-12%	-3%	5%	1	3%	-1	-2.7	-8
13	COC(=O)[C@]1(C)N[C@H](CN(C)C(C)=O)[C@@H]2C(=O)N(C)C(=O)[C@@H]21	4%	-2%	-7%	-3%	14	6%	3	0.0	19
14	O=C(CN1C(=O)/C(=C\C=C\c2ccccc2)SC1=S)Nc1ccc(F)cc1	-18%	-1%	-1%	0%	2	1%	-7	-1.1	0
15	CC1CCN(S(=O)(=O)c2ccc(NC(=O)c3ccccc3F)cc2)CC1	-9%	11%	-6%	u	-5	u	-7	1.1	-15
16	Cc1cccc(NC(=O)CSc2nc3ccccc3nc2N2CCCCC2)c1	-2%	-2%	-15%	-15%	5	u	6	-3.4	11
17	C=CCC(NCc1ccco1)c1ccc(OC)cc1 (configuration not stated)	-14%	-4%	-10%	1%	-5	1%	4	-1.8	0
18	Cc1cccc(Cn2c(=O)n(Cc3ccc(C(=O)NC4CCN(Cc5ccccc5)CC4)cc3)c(=O)c3ccccc32)c1	2%	1%	x	x	-20	3%	x	x	x
19	Cc1ccc(-c2cc(=O)c3ccccc3[nH]2)cc1	-1%	-2%	-6%	-4%	-12	-17%	9	1.1	13
20	Cc1cccc(N(C(=O)CCC(=O)Nc2cc(C)on2)C(C(=O)NC2CCCC2)c2cccnc2)c1 (configuration not stated)	0%	7%	2%	2%	-1	11%	5	-1.3	14
21	CCOc1ccc(-n2c(SCC(=O)Nc3ccc(F)cc3)nc3c([nH]c4ccccc43)c2=O)cc1	15%	-3%	x	x	-8	-4%	x	x	x
22	COc1cc(C(C)=O)ccc1OC(=O)N1CCOCC1	-2%	4%	-17%	0%	0	-6%	-2	1.4	-5
23	COc1ccc2sc(N3C(=O)CC(Cc4cccc(C)c4)C3=O)nc2c1 (configuration not stated)	-19%	-1%	-7%	-14%	-12	-9%	x	-0.6	12
24	Cc1ccc(-c2csc3nc[nH]c(=O)c23)c(C)c1	-6%	-2%	-3%	-2%	-6	u	7	-1.4	9
25	Cn1c(=O)n(C)c2cc(NC(=O)COc3ccc(F)cc3)ccc21	-9%	8%	-7%	-12%	13	20%	0	-0.4	24
26	CCOc1ccc(S(=O)(=O)N2CCC(C(=O)NCCc3ccccc3)CC2)cc1	10%	-5%	-10%	7%	-1	15%	-9	1.2	-8
27	CN(C(=O)CN1C(=O)/C(=C/c2ccc(Cl)cc2)SC1=S)C1CCS(=O)(=O)C1 (configuration not stated)	-5%	3%	-4%	4%	5	14%	-1	0.0	2
28	O=C(Nc1c(C(=O)N2CCN(c3ccccn3)CC2)oc2ccccc12)c1ccc([N+](=O)[O-])cc1	-4%	16%	-12%	-3%	5	2%	-5	1.5	0
29	O=C(NC(=S)Nc1cccnc1Cl)c1ccc(F)cc1	u	9%	-5%	-6%	-5	9%	6	-0.4	-29
30	CC1(C(=O)NCc2cccc(C(F)(F)F)c2)CCN1Cc1ccc(-c2ccccc2)o1 (configuration not stated)	1%	3%	-7%	-11%[57.1 µM]	0	u	22	-0.8	-5
31	CCOC(=O)c1c(S(=O)(=O)NCC2CCN(CCc3cccs3)CC2)c(C)n(C)c1C	u	3%	-9%	4%	-23	-25%	-14	-2.5	-83*
32	Cc1ccc(CNC(=O)C2CCC(=O)N2CCc2ccccc2)cc1 (configuration not stated)	-2%	-7%	1%	3%	17	-3%	x	3.4	-57*
33	O=C(CSc1nc2ccccc2o1)Nc1ccccc1	-1%	15%	-8%	2%	0	3%	x	-0.1	21
34	COc1ccc(C)cc1N(CC(=O)NCCSCc1ccco1)S(=O)(=O)c1ccc(C)cc1	-1%	18%	-10%	-1%	-5	u	-9	-0.1	9
35	CC(=O)c1ccccc1NC(=O)COC(=O)/C=C/c1ccc(C)o1	7%[7.66 µM]	0%	6%	10%	2	9%[7.66 µM]	-3	0.1	16
36	CSc1cccc(N2C(=O)N(Cc3ccc([N+](=O)[O-])cc3)c3ccccc3S2(=O)=O)c1	3%	1%	x	x	-2	10%	x	x	x
37	O=C1C=C(c2ccccc2Oc2ccccc2)C[C@@H](c2ccc(F)cc2)C1	1%	12%	-9%	-7%	-1	u	5	-2.6	2
38	CC(C)Cc1nnc(NC(=O)CCNC(=O)c2ccccc2Cl)s1	1%	6%	-8%	2%	2	6%	u	0.1	1
39	Cc1[nH]n(-c2ccccc2)c(=O)c1CCO	2%	5%	-14%	-2%	-6	2%	7	-0.6	18
40	COc1cc(/C=C/C(=O)NC(C)C)ccc1OCc1ccccc1	-24%	9%	-2%	-10%[57.1 µM]	-1	u	7	-0.8	-6

Values in list order from the list:
Compounds 26–35 in D3 antag read -8, 2, 0, -29, -5, -83*, -57*, 21, 9, 16

Next section.
#	mol	GLP1R cytotox	GLP1R ag	PLK1 PBD block	WRN inhibitor	D3 ag	GLP1R inv ag	PI5P4Ka inh	IL2 activator	D3 antag
41	O=C(Oc1ccccc1Cl)c1ccccc1	11%	6%	0%	-29%	-25	6%	24	-4.0	-29
42	C=CCn1c(C)c(/C=C/c2cc[n+](C)cc2)c2ccccc21	66%[activator]	9%	66%[activator]	-14%	3	-21%	-2	122*	-8
43	OCc1ccccc1-c1nc(NCC2CC2)nc2ccsc12	13%	14%	-14%	5%	-7	20%	1	-0.6	-20
44	COc1ccc(NC(=O)c2cc(S(=O)(=O)N3CCCC3)ccc2C)cn1	27%	3%	-11%	-5%	1	0%	0	0.4	-4
45	O=c1[nH]c2ccccc2cc1CN(Cc1ccco1)S(=O)(=O)c1ccc(F)cc1	-3%	1%	4%	-10%	3	-53%	-6	-0.9	32
46	Cc1cc(-c2ccccc2)n(-c2ccc(C(N)=O)cc2)n1	2%	7%	-10%	3%	-3	11%	-14	-1.4	-12
47	C=CCOc1ccc(C2/C(=C(/O)c3ccc(OC)cc3)C(=O)C(=O)N2CCN2CCNCC2)cc1 (configuration not stated)	-3%	8%	-10%	1%	5	-6%	0	-0.2	7
48	CCC1C(=O)C[C@H]2CCN3C(=O)CCCC1C23 (some centres not stated)	-5%	-3%	-6%	-3%	-3	11%	1	-0.7	7

Entries from the list above containing a furan ring, fused or not (seven):
#	mol	GLP1R cytotox	GLP1R ag	PLK1 PBD block	WRN inhibitor	D3 ag	GLP1R inv ag	PI5P4Ka inh	IL2 activator	D3 antag
7	Cc1cccc(NC(=O)COC(=O)c2cc(C)oc2C)c1	15%	9%	-4%	2%	8	1%	0	12	8
17	C=CCC(NCc1ccco1)c1ccc(OC)cc1 (configuration not stated)	-14%	-4%	-10%	1%	-5	1%	4	-1.8	0
28	O=C(Nc1c(C(=O)N2CCN(c3ccccn3)CC2)oc2ccccc12)c1ccc([N+](=O)[O-])cc1	-4%	16%	-12%	-3%	5	2%	-5	1.5	0
30	CC1(C(=O)NCc2cccc(C(F)(F)F)c2)CCN1Cc1ccc(-c2ccccc2)o1 (configuration not stated)	1%	3%	-7%	-11%[57.1 µM]	0	u	22	-0.8	-5
34	COc1ccc(C)cc1N(CC(=O)NCCSCc1ccco1)S(=O)(=O)c1ccc(C)cc1	-1%	18%	-10%	-1%	-5	u	-9	-0.1	9
35	CC(=O)c1ccccc1NC(=O)COC(=O)/C=C/c1ccc(C)o1	7%[7.66 µM]	0%	6%	10%	2	9%[7.66 µM]	-3	0.1	16
45	O=c1[nH]c2ccccc2cc1CN(Cc1ccco1)S(=O)(=O)c1ccc(F)cc1	-3%	1%	4%	-10%	3	-53%	-6	-0.9	32
